Screening data (PubChem)
IDH1 R132H inh = blocks human IDH1 R132H reductase activity. diaphorase/resazurin fluorescence, 60 min. inhibition, % at 10 µM. 70,000 compounds, 0.18% hits; in the data active = inhibition above about 34%;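 note: 0% = DMSO and 100% = no enzyme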
EZH2 inh = inhibitors of human EZH2/PRC2 methyltransferase. Q15910. PRC2 H3K27 methylation, DELFIA TRF, 1 h. inhibition, % at 12.5 µM. 57,000 compounds, 0.35% hits. AID 651548;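 active = mean inhibition of replicates at least 50% and every single replicate also reaching 50%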;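 note: dimethyl H3K27 on biotinylated H3 21-44 peptide detected by antibody; plate controls were median neutral control wells for no effect and median positive control wells for full effect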
Target sequence (Q15910 whole entry, looked up): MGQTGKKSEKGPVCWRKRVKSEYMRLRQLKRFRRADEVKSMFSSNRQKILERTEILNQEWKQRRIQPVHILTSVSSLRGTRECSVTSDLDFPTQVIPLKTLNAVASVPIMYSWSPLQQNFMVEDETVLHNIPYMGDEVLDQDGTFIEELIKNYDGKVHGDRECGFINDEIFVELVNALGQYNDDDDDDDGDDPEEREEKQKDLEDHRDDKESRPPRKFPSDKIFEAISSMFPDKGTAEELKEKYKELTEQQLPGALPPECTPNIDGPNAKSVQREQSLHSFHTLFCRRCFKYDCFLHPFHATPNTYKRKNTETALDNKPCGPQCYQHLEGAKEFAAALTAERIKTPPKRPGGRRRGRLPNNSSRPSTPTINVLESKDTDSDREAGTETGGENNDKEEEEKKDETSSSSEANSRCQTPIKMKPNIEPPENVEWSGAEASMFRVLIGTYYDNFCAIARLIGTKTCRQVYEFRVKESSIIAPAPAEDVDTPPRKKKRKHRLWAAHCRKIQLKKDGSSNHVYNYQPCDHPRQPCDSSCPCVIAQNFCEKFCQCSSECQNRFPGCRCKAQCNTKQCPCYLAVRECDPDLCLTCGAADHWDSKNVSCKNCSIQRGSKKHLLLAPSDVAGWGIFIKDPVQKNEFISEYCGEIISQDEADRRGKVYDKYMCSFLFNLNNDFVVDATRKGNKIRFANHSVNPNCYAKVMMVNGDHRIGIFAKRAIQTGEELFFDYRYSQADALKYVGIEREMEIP
Numbers without * were called inactive; . = no result given. These rows are one share of the data (hit frequency here may not be typical).

The opening 3 entries, to show the layout:
nr	smiles	EZH2 inh	IDH1 R132H inh
1	Cc1noc(C)c1S(=O)(=O)N(C)C[C@@H]1Oc2ccc(NC(=O)Cc3ccccc3)cc2CC(=O)N([C@H](C)CO)C[C@@H]1C	.	-0.6
2	Cc1ccc(S(=O)(=O)Nc2cccc3c2O[C@H](CN(C)Cc2ccc4c(c2)OCO4)[C@H](C)CN([C@H](C)CO)C3=O)cc1	5	-2.8
3	COCC(=O)N(C)C[C@@H]1Oc2cc(C#CCC3CCCC3)ccc2S(=O)(=O)N([C@@H](C)CO)C[C@@H]1C	-4	-0.3

Results, from the start:
nr	smiles	EZH2 inh	IDH1 R132H inh
1	Cc1noc(C)c1S(=O)(=O)N(C)C[C@@H]1Oc2ccc(NC(=O)Cc3ccccc3)cc2CC(=O)N([C@H](C)CO)C[C@@H]1C	.	-0.6
2	Cc1ccc(S(=O)(=O)Nc2cccc3c2O[C@H](CN(C)Cc2ccc4c(c2)OCO4)[C@H](C)CN([C@H](C)CO)C3=O)cc1	5	-2.8
3	COCC(=O)N(C)C[C@@H]1Oc2cc(C#CCC3CCCC3)ccc2S(=O)(=O)N([C@@H](C)CO)C[C@@H]1C	-4	-0.3
4	COc1ccccc1S(=O)(=O)N[C@@H]1C=C[C@@H](CC(=O)NCc2cc(F)cc(F)c2)O[C@H]1CO	-8	0.3
5	O=S(=O)(N[C@H]1CC[C@@H](CCn2cc(C3CC3)nn2)O[C@@H]1CO)c1ccc(Cl)cc1	3	0.2
6	CN1CCN(C(=O)C[C@@H]2C=C[C@@H](NS(=O)(=O)c3cccc(F)c3)[C@H](CO)O2)CC1	11	-0.2
7	C[C@@H]1CN([C@@H](C)CO)C(=O)c2cc(NC(=O)Nc3ccccc3)ccc2O[C@@H]1CN(C)CC1CCCCC1	.	-0.3
8	O=C(Nc1sc2c(c1C(=O)NCC1CCCO1)CCC2)c1sc2ccccc2c1Cl (stereo not given)	9	0.1
9	CCCN1C[C@@H](C)[C@@H](OC)CN(C)C(=O)c2cc(NS(=O)(=O)c3ccccc3)ccc2OC[C@@H]1C	1	-0.3
10	C/C=C/c1cnc2c(c1)C(=O)N([C@H](C)CO)C[C@@H](C)[C@H](CN(C)C(=O)C1CCCCC1)O2	.	0.4
11	C[C@@H]1CCCCO[C@@H](CN(C)S(=O)(=O)c2ccc(F)cc2)[C@@H](C)CN([C@@H](C)CO)C(=O)c2cc(NC(=O)Nc3ccccc3)ccc2O1	.	1.7
12	C[C@H]1CN([C@@H](C)CO)C(=O)Cc2cc(NC(=O)Nc3ccc4c(c3)OCO4)ccc2O[C@H]1CN(C)C(=O)Nc1ccccc1	.	0.0
13	C[C@H]1CN([C@@H](C)CO)S(=O)(=O)c2ccc(-c3ccncc3)cc2O[C@@H]1CN(C)C(=O)CC1CC1	0	0.1
14	CC(C)NC(=O)N(C)C[C@H]1OCCCC[C@@H](C)Oc2ccc(NC(=O)Nc3ccc(F)cc3)cc2C(=O)N([C@@H](C)CO)C[C@H]1C	.	-0.3
15	Oc1cc2c(cc1O)C(c1ccccc1)CNCC2 (stereo not given)	.	-7.7
16	CCCN(C)C[C@H]1Oc2cc(C#CC3(O)CCCC3)ccc2S(=O)(=O)N([C@H](C)CO)C[C@H]1C	-17	-0.2
17	COCC(=O)Nc1ccc2c(c1)C(=O)N(C)C[C@@H](OC)[C@H](C)CN(C(=O)c1cccnc1)[C@H](C)CO2	-1	-0.1
18	C[C@H](CO)N1C[C@H](C)[C@@H](CN(C)Cc2ccc(C(F)(F)F)cc2)Oc2ccc(NS(=O)(=O)c3ccc(Cl)cc3)cc2CC1=O	.	-0.6
19	O=C(Nc1ccc2c(c1)[C@H]1C[C@@H](CC(=O)N3CCCCC3)O[C@H](CO)[C@H]1O2)c1ccc2c(c1)OCO2	14	-0.6
20	COc1cccc(S(=O)(=O)N[C@H]2C=C[C@H](CC(=O)NCc3ccccc3)O[C@@H]2CO)c1	-2	0.0

Entries of single compounds, quoted from the list. Order of screens: EZH2 inh | IDH1 R132H inh
CN1CCN(C(=O)C[C@@H]2C=C[C@@H](NS(=O)(=O)c3cccc(F)c3)[C@H](CO)O2)CC1 reads 11 | -0.2
Oc1cc2c(cc1O)C(c1ccccc1)CNCC2 (stereo not given) reads . | -7.7
C[C@H](CO)N1C[C@H](C)[C@@H](CN(C)Cc2ccc(C(F)(F)F)cc2)Oc2ccc(NS(=O)(=O)c3ccc(Cl)cc3)cc2CC1=O reads . | -0.6
C[C@@H]1CCCCO[C@@H](CN(C)S(=O)(=O)c2ccc(F)cc2)[C@@H](C)CN([C@@H](C)CO)C(=O)c2cc(NC(=O)Nc3ccccc3)ccc2O1 reads . | 1.7
CCCN1C[C@@H](C)[C@@H](OC)CN(C)C(=O)c2cc(NS(=O)(=O)c3ccccc3)ccc2OC[C@@H]1C reads 1 | -0.3

Continued.
nr	smiles	EZH2 inh	IDH1 R132H inh
21	C[C@H](CO)N1C[C@H](C)[C@H](CN(C)C(=O)Nc2ccc3c(c2)OCO3)Oc2c(NS(=O)(=O)c3ccccc3)cccc2C1=O	.	-0.7
22	Cc1noc(C)c1NC(=O)Nc1ccc2c(c1)CC(=O)N([C@@H](C)CO)C[C@H](C)[C@@H](CN(C)C(=O)NC1CCCCC1)O2	.	0.6
23	O=C(C[C@H]1CC[C@@H](NC(=O)C2CCC2)[C@@H](CO)O1)NC1CCC1	4	0.4
24	CNC[C@H]1Oc2ccc(NC(=O)CCN3CCOCC3)cc2C(=O)N([C@H](C)CO)C[C@@H]1C	0	1.2
25	COc1cccc(NC(=O)N(C)C[C@@H]2Oc3cc(-c4ccccc4OC)ccc3S(=O)(=O)N([C@@H](C)CO)C[C@@H]2C)c1	-19	.
26	C[C@H]1CN([C@@H](C)CO)C(=O)CCCn2cc(nn2)CO[C@@H]1CN(C)C(=O)NC1CCCCC1	.	1.9
27	CO[C@@H]1CN(C)C(=O)c2cc(NC(=O)Nc3cc(F)ccc3F)ccc2OC[C@@H](C)N(C(=O)c2ccccn2)C[C@H]1C	-5	-0.5
28	C[C@@H]1CN([C@@H](C)CO)C(=O)Cc2cc(NS(=O)(=O)c3cccs3)ccc2O[C@@H]1CN(C)S(C)(=O)=O	.	1.8
29	C[C@H]1CN([C@@H](C)CO)C(=O)Cc2cc(NS(=O)(=O)c3ccc(Cl)cc3)ccc2O[C@@H]1CN(C)C(=O)Nc1cccc2ccccc12	.	-2.4
30	CC(C)NC(=O)N(C)C[C@H]1Oc2ccc(NS(=O)(=O)c3cn(C)cn3)cc2C(=O)N([C@H](C)CO)C[C@H]1C	.	0.4
31	C[C@H](CO)N1C[C@H](C)[C@H](CN(C)Cc2ccc3c(c2)OCO3)Oc2c(NC(=O)Nc3cccc4ccccc34)cccc2C1=O	0	0.2
32	CC(C)[C@H](C)NC(=O)N(C)C[C@H]1OCc2ccccc2-c2c(n(C)c3ccccc23)C(=O)N([C@@H](C)CO)C[C@@H]1C	-39	.
33	O=C(c1ccco1)N1CCc2sccc2C1c1ccc(OC(F)(F)F)cc1 (stereo not given)	-318	-0.1
34	C[C@@H]1CN([C@@H](C)CO)C(=O)c2cc(C#Cc3ccccc3F)cnc2O[C@H]1CN(C)C(=O)Cc1ccccc1	-4	.
35	C[C@H](CO)N1C[C@H](C)[C@@H](CN(C)S(=O)(=O)c2cccc(F)c2)Oc2ncc(C#CC3CCCC3)cc2C1=O	-17	-4.4
36	CO[C@@H]1CN(C)C(=O)c2ccc(NC(=O)NC(C)C)cc2OC[C@H](C)N(CCC(F)(F)F)C[C@H]1C	-5	0.5
37	CNC[C@@H]1Oc2ncc(-c3ccc(OC)cc3)cc2C(=O)N([C@@H](C)CO)C[C@@H]1C	-12	-2.4
38	COc1ccc(C(=O)Nc2ccc3c(c2)C(=O)N(C)C[C@@H](OC)[C@@H](C)CN(C)[C@@H](C)CO3)cc1	-5	-0.2
39	O=C(Cn1c(-c2cncs2)nc2ccccc21)NCc1ccccc1	-4	0.4
40	O=C(CSc1ncn[nH]1)Nc1ccc2c(c1)OCCO2	20	0.0
41	C[C@@H]1CCCCO[C@@H](CN(C)CC2CC2)[C@@H](C)CN([C@H](C)CO)C(=O)c2cc(NS(=O)(=O)c3ccc(F)cc3)ccc2O1	.	5.0
42	O=C(NCCN1CCOCC1)[C@]1(Cc2ccccc2)N=C(c2ccc(OCCCO)cc2)O[C@@H]1c1ccccc1	-4	-0.3
43	C[C@@H]1CCCCO[C@H](CN(C)S(=O)(=O)c2ccc(Cl)cc2)[C@@H](C)CN([C@@H](C)CO)C(=O)c2cc(NC(=O)C3CCCCC3)ccc2O1	.	1.5
44	COc1ccccc1-n1c(CSc2nc3cc(C(=O)N4CCCC4)ccc3s2)nc2ccccc2c1=O	3	0.3
45	C[C@@H]1CN([C@@H](C)CO)C(=O)c2cccc(NC(=O)Nc3cccc4ccccc34)c2O[C@H]1CN(C)CC1CC1	-20	0.8
46	COc1ccc(CN(C)C[C@@H]2OCc3cnnn3CCCC(=O)N([C@@H](C)CO)C[C@H]2C)cc1	3	.
47	C[C@H]1CN([C@@H](C)CO)C(=O)Cc2cc(NC(=O)Cc3cn(C)c4ccccc34)ccc2O[C@H]1CN(C)C(=O)Nc1cccc2ccccc12	.	-1.0
48	O=C(CCCCCC(=O)N/N=C/c1ccc[nH]1)NO	0	.
49	Cc1sc2nc(SCC(=O)NCc3ccco3)n(C)c(=O)c2c1C	.	-0.8
50	O=C(N[C@H]1CC[C@H](CC(=O)N2CCOCC2)O[C@@H]1CO)c1cccc(F)c1	-1	-0.1
51	COc1ccc(NC(=O)Nc2ccc3c(c2)C(=O)N([C@@H](C)CO)C[C@@H](C)[C@@H](CN(C)Cc2ccccc2)OCCCC[C@@H](C)O3)cc1	.	1.8
52	CCCNC(=O)Nc1ccc2c(c1)OC[C@@H](C)N(Cc1cccnc1)C[C@H](C)[C@@H](OC)CN(C)C2=O	0	-0.1
53	C[C@H]1CN([C@@H](C)CO)C(=O)Cc2cc(NC(=O)CCCCCC(=O)Nc3ccccc3N)ccc2O[C@@H]1CN(C)S(C)(=O)=O	11	.
54	Cc1noc(C)c1S(=O)(=O)N(C)C[C@@H]1OCCCC[C@@H](C)Oc2ccc(NS(=O)(=O)c3ccc(F)cc3)cc2C(=O)N([C@@H](C)CO)C[C@@H]1C	.	2.0
55	C[C@@H]1CN([C@H](C)CO)C(=O)c2cccc(NS(=O)(=O)c3ccccc3)c2O[C@@H]1CN(C)Cc1ccc(C(=O)Nc2ccccc2N)cc1	-48	.
56	O=C(C[C@H]1C[C@H]2c3cc(NC(=O)C4CCC4)ccc3O[C@H]2[C@H](CO)O1)NCCc1ccccc1	3	0.4
57	Cc1ccc(S(=O)(=O)Nc2cccc3c2O[C@@H](CN(C)C(=O)NC(C)C)[C@@H](C)CN([C@@H](C)CO)C3=O)cc1	1	-7.1
58	CN1CCN(C(=O)C[C@@H]2C[C@H]3c4cc(NC(=O)NC5CCCC5)ccc4O[C@H]3[C@@H](CO)O2)CC1	-10	0.1
59	O=C(C[C@H]1C=C[C@@H](NC(=O)C2CC2)[C@@H](CO)O1)NCCCN1CCOCC1	5	0.4
60	Nc1ccc2c3c(cccc13)C(=O)NC2=O	-7	0.4
61	CC(=O)N(C)C[C@@H]1Oc2ncc(C#CC(C)(C)O)cc2C(=O)N([C@@H](C)CO)C[C@@H]1C	3	1.5
62	CCCNC(=O)C[C@H]1C[C@H]2c3cc(NC(=O)c4ccc5c(c4)OCO5)ccc3O[C@H]2[C@@H](CO)O1	-13	-0.8
63	C[C@H]1CN([C@@H](C)CO)C(=O)Cc2cc(NC(=O)Nc3ccc(C(F)(F)F)cc3)ccc2O[C@@H]1CN(C)Cc1ccc(Cl)c(Cl)c1	.	0.7
64	CC(Sc1nc(N2CCOCC2)c2c(c1C#N)CC(C)(C)OC2)C(=O)Nc1ccccc1 (stereo not given)	.	2.1
65	CC(=O)N(C)C[C@@H]1Oc2cc(-c3cccc(C#N)c3)ccc2S(=O)(=O)N([C@H](C)CO)C[C@@H]1C	.	-0.3
66	C[C@H](CO)N1C[C@H](C)[C@@H](CN(C)C(=O)Nc2cccc3ccccc23)Oc2ccc(NC(=O)CCN3CCOCC3)cc2CC1=O	.	-4.5
67	CC(=O)c1ccc(NC(=O)CN(C)S(=O)(=O)c2ccc(C)cc2)cc1	-6	-0.1
68	O=C(O)CCC(NC(=O)c1ccc(Cl)cc1)C(=O)O (stereo not given)	15	0.0
69	COc1ccc(S(=O)(=O)Nc2ccc3c(c2)[C@@H]2C[C@H](CC(=O)N(C)C)O[C@H](CO)[C@@H]2O3)cc1	12	-2.5
70	CO[C@H]1CN(C)C(=O)c2cc(NC(=O)C3CC3)ccc2OC[C@H](C)N(C(=O)c2ccncc2)C[C@@H]1C	1	0.5
71	O=C(C[C@@H]1C=C[C@H](NC(=O)CC2CC2)[C@H](CO)O1)NCc1ccc(-c2ccccc2)cc1	1	0.2
72	Cc1cc(-c2ccc(Cl)cc2)nc(SCC(=O)Nc2ccccc2)n1	-10	0.7
73	C[C@@H]1CN([C@@H](C)CO)S(=O)(=O)c2ccc(/C=C/c3ccccc3)cc2O[C@H]1CN(C)Cc1ccccc1	-6	-2.1
74	COCC(=O)Nc1ccc2c(c1)C(=O)N(C)C[C@@H](OC)[C@@H](C)CN(CC1CCCCC1)[C@@H](C)CO2	-7	0.2
75	COC(=O)CSc1nnc(-c2cccs2)n1-c1ccc(Cl)cc1	-2	-0.1
76	Cc1noc(C)c1NC(=O)NCC[C@H]1CC[C@H](NC(=O)c2ccncc2)[C@H](CO)O1	1	0.5
77	CN(C)C(=O)C[C@@H]1C=C[C@@H](NC(=O)NC2CCCCC2)[C@@H](CO)O1	-4	0.0
78	Cc1noc(C)c1S(=O)(=O)Nc1ccc2c(c1)C(=O)N([C@@H](C)CO)C[C@H](C)[C@H](CN(C)C(=O)c1ccncc1)OCCCC[C@H](C)O2	.	1.0
79	C[C@H]1CN([C@@H](C)CO)C(=O)Cc2cc(NC(=O)Nc3ccc4c(c3)OCO4)ccc2O[C@@H]1CN(C)Cc1ccc(C(F)(F)F)cc1	.	-4.8
